RPL19A-GFP yeast: modulators of TOR pathway RPL19A-GFP in S. cerevisiae. 0.3% of 330,000 active. percent response vs DMSO, % at 10 µM. S. cerevisiae RPL19A-GFP strain, flow cytometry, 3 h; active compounds read low;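 active means percent response vs DMSO below 50%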;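 further: median channel GFP fluorescence of the barcoded RPL19A-GFP strain; ratio of sample median GFP to plate DMSO average so 100% = DMSO; lower means less RPL19A-GFP as with rapamycin TOR inhibition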
AGP1 TOR yeast: alters AGP1-GFP fluorescence in TOR pathway yeast screen. AID 2066. S. cerevisiae AGP1-GFP multiplex flow cytometry, 3 h; GFP as percent of DMSO wells. GFP response vs DMSO, % at 10 µM. 0.02% of 320,000 active;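 active means GFP response relative to DMSO above a set limit, near screen average plus 3 SD, cut at about 150% in these data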;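 further: median GFP channel fluorescence of the gated AGP1 strain per well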
VLA-4 inh: inhibition in a human VLA-4 binding assay | P13612 | VLA-4 expressing cells, ligand binding flow cytometry | inhibition, % (about 7 µM as worked out from the volumes in the protocol) | 0.2% of 330,000 active; in the data active means inhibition above about 50%
Target sequence (P13612 whole entry, looked up): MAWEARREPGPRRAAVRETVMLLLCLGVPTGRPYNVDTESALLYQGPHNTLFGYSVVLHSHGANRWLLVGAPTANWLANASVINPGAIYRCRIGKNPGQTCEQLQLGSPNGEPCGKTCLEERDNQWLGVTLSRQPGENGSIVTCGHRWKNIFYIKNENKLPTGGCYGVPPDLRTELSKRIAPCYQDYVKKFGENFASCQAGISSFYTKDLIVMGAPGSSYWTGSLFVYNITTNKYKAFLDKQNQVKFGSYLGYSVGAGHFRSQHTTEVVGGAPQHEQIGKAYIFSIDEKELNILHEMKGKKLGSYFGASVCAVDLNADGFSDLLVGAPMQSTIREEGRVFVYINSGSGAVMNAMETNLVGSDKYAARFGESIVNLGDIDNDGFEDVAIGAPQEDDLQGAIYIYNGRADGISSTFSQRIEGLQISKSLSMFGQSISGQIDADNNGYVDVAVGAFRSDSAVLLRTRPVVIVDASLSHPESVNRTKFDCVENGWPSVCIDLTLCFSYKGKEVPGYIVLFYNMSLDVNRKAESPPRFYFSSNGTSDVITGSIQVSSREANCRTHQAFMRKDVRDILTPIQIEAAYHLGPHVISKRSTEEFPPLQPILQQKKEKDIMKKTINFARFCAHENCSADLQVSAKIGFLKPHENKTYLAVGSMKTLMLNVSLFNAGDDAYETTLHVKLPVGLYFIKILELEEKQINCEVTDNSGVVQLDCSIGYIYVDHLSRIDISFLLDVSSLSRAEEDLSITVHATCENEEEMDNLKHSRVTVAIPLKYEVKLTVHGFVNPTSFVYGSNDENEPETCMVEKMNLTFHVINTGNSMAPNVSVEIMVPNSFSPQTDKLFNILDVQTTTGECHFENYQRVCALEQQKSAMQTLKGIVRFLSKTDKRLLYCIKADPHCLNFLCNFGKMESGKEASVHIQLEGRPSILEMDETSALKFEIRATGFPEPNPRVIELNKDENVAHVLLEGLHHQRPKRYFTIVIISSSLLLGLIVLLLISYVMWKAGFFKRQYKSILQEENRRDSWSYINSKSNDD
GRK2 aptamer HTS: human GRK2 inhibition via aptamer displacement; P25098; bead flow cytometry, FAM-aptamer displacement from GRK2; inhibition of aptamer binding, % at 10 µM; 0.59% of 330,000 active;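 active means inhibition of aptamer binding above 40%, roughly 3 SD of noise, on plates passing a quality check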;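 further: median bead fluorescence of bound FAM aptamer so fluorescent compounds give negative values; no value below 0 was filed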
MEP2-GFP yeast: yeast TOR pathway MEP2-GFP modulation | S. cerevisiae MEP2-GFP strain, flow cytometry GFP, 3 h; 100% = DMSO control level | GFP response vs DMSO, % at 10 µM | 0.51% of 330,000 active;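 active means GFP response versus DMSO above a set limit, roughly screen mean plus 3 SD, cut at about 180% in these data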;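 further: median GFP fluorescence of the barcode-gated MEP2-GFP cells per well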
LAP4-GFP MLPCN: modulators of TOR pathway LAP4-GFP in S. cerevisiae; GFP response vs DMSO, % at 10 µM; S. cerevisiae LAP4-GFP multiplex, flow cytometry GFP, 3 h; median GFP as percent of DMSO wells; AID 2023; 0.34% of 320,000 active;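 active means GFP response vs DMSO above a set limit, about the screen mean plus 3 SD, cut at about 150% in these data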
CIT2-GFP yeast: modulators of TOR pathway CIT2-GFP in S. cerevisiae | AID 2029 | 0.065% of 320,000 active | S. cerevisiae CIT2-GFP strain, flow cytometry, 3 h; 100 means same as DMSO wells | GFP response vs DMSO, % at 10 µM;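 active means GFP response relative to DMSO above a set limit, near the screen mean plus 3 SD, cut at about 150% in these data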;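 further: ratio of well median GFP fluorescence to mean of DMSO wells on the plate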
GASC-1 inh: human JMJD2C demethylase inhibition; Q9H3R0; GST-JMJD2C(1-420) H3K9me3 demethylation, DELFIA europium; inhibition, % at 2.35 µM; 0.069% of 330,000 active; AID 2099;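 active means more than half of a compound's replicate wells show inhibition beyond 50%, single wells judged on their own value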;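 further: signal counts dimethyl H3K9 product captured on neutravidin plate; 0% = median of DMSO wells and 100% = 0.3 times that DMSO median; strong numbers were not always called active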
Active calls of the source: *; . = not tested or not shown; & = joins results of further samples.

RPL19A-GFP yeast,AGP1 TOR yeast,VLA-4 inh,GRK2 aptamer HTS,MEP2-GFP yeast,LAP4-GFP MLPCN,CIT2-GFP yeast,GASC-1 inh,SMILES
108.7,109.2,-4.5,0.0,109.6,108.3,113.2,-1.3&4.3,COc1cc(NS(=O)(=O)c2ccc(NC(=O)c3ccco3)cc2)nc(OC)n1
105.4,97.0,5.4,1.0,103.6,92.5,100.2,-23.0,COc1ccc(C2CC(c3ccccc3)=NN2C(=O)COC(=O)c2cccc(S(=O)(=O)N(C)C)c2)cc1 (stereo unspecified)
91.9,89.5,26.5,1.0,91.7,98.0,88.4,-1.6,CCOC(=O)C(=CNc1ncccc1C)C(=O)OCC
96.0,102.1,7.1,0.0,109.4,108.4,96.9,4.5,S=C1NC2(CCCC2)Nc2ccccc21
94.3,98.6,4.8,3.0,97.3,108.9,91.1,1.2,Cc1ccc(NC(=O)C(NCc2ccccn2)c2ccccc2)cc1 (stereo unspecified)
98.0,86.7,-2.9,0.0,88.3,85.8,87.3,-4.4,CCc1ccc(C(=O)COC(=O)CNC(=O)COc2ccccc2)cc1
95.9,120.2,3.7,0.0,97.1,101.2,85.3,-1.2,CC(C)(C)C1CCC(=NNc2ccc(S(N)(=O)=O)cc2[N+](=O)[O-])CC1 (stereo unspecified)
101.2,102.1,-7.0,0.0,101.2,93.4,108.9,-5.9,Cn1c(N)c(N2CCCCC2)c(=O)n(CC(=O)Nc2cccc(C#N)c2)c1=O

An excerpt from above in order of their number in GASC-1 inh, highest first:
RPL19A-GFP yeast,AGP1 TOR yeast,VLA-4 inh,GRK2 aptamer HTS,MEP2-GFP yeast,LAP4-GFP MLPCN,CIT2-GFP yeast,GASC-1 inh,SMILES
96.0,102.1,7.1,0.0,109.4,108.4,96.9,4.5,S=C1NC2(CCCC2)Nc2ccccc21
94.3,98.6,4.8,3.0,97.3,108.9,91.1,1.2,Cc1ccc(NC(=O)C(NCc2ccccn2)c2ccccc2)cc1 (stereo unspecified)
91.9,89.5,26.5,1.0,91.7,98.0,88.4,-1.6,CCOC(=O)C(=CNc1ncccc1C)C(=O)OCC
101.2,102.1,-7.0,0.0,101.2,93.4,108.9,-5.9,Cn1c(N)c(N2CCCCC2)c(=O)n(CC(=O)Nc2cccc(C#N)c2)c1=O
105.4,97.0,5.4,1.0,103.6,92.5,100.2,-23.0,COc1ccc(C2CC(c3ccccc3)=NN2C(=O)COC(=O)c2cccc(S(=O)(=O)N(C)C)c2)cc1 (stereo unspecified)

Next part.
RPL19A-GFP yeast,AGP1 TOR yeast,VLA-4 inh,GRK2 aptamer HTS,MEP2-GFP yeast,LAP4-GFP MLPCN,CIT2-GFP yeast,GASC-1 inh,SMILES
101.1,108.1,-6.4,0.0,100.5,111.7,105.1,-9.6,CC1CCN(c2nc3ccccc3nc2N2CCC(C)CC2)CC1
99.6,95.2,3.4,0.0,107.2,99.4,97.0,4.3,CSCCC(C(=O)OC1CCOC1=O)N1C(=O)c2ccccc2C1=O (stereo unspecified)
96.8,97.5,8.0,0.0,96.7,95.0,104.0,-14.0,CCOc1ccc(CN(C)CC(=O)Nc2cccc(S(=O)(=O)N(C)c3ccccc3)c2)cc1
100.2,107.8,1.7,1.0,101.2,104.3,85.3,-15.6,O=C(Nc1cc(S(=O)(=O)N2CCOCC2)ccc1OCC(F)(F)F)C1=COCCO1
94.3,104.0,-9.2,0.0,103.4,103.5,116.8,1.1,O=C(NCc1ccccc1Cl)C1CCN(C(=O)c2sccc2-n2cccc2)CC1
100.8,99.8,3.8,0.0,101.0,98.5,106.5,-2.0,Cn1nc(C(F)(F)F)c2cc(C(=O)Nc3ccc(F)cc3)sc21
97.9,99.3,-4.9,0.0,99.0,102.7,100.9,-16.3,CCOC(=O)c1ccc(NC(=O)Nc2ccc(F)cc2)cc1
102.6,101.8,4.5,0.0,103.0,105.1,101.9,13.4,Cn1nccc1C(=O)N1CCCC(N2CCN(c3cccc(C(F)(F)F)c3)CC2)C1 (stereo unspecified)
100.0,99.2,-3.4,4.0,102.3,98.5,108.8,7.0,CCSc1nc2c(cnn2-c2ccc(C)cc2)c(=O)[nH]1
99.8,102.5,-24.0,0.0,106.2,104.5,100.4,-5.4,COc1ccc(OC)c(NC(=O)CSc2nnc(C3CCCCC3)n2N)c1
109.2,123.4,1.6,2.0,111.7,107.8,119.6,4.3,CC(=O)c1c(-c2ccccc2)c2ccccc2[nH]c1=O
97.1,99.3,-0.1,0.0,100.9,102.1,93.7,5.8,C=CCN(Cc1ccc(Cl)s1)C(=O)CNC(=O)CNC(=O)c1ccc(Cl)cc1Cl
99.2,.,-1.9,0.0,95.1,101.5,98.2,-7.2,CC(=O)N(c1c(C)n(C)n(-c2ccccc2)c1=O)C1(C(=O)NC2CCCCC2)CCCCC1
103.2,102.8,3.1,1.0,102.7,96.4,101.8,7.7,COc1ccc(C2=NN(C(=O)c3cccs3)C(c3ccccc3O)C2)cc1 (stereo unspecified)
97.0,100.8,20.4,0.0,99.7,101.1,100.9,-2.9,OC(COc1cccc2ccccc12)CN1CCN(c2ccccn2)CC1 (stereo unspecified)
103.8,103.8,10.5,1.0,102.6,96.3,106.7,-3.7,CCCCOc1cccc(C(=O)Nc2ccc(NC(=O)c3cccs3)cc2)c1
98.6,107.8,5.2,1.0,101.6,106.9,94.0,4.2,CC(=O)Nc1ccc(Oc2cncc(Cl)c2)nc1
97.5,93.5,8.8,3.0,97.4,97.0,93.6,0.9,COc1ccc(C(=O)CCNc2ccc3c(c2)OCCO3)cc1
99.1,106.0,0.3,0.0,94.4,90.7,103.5,3.1,O=C(CSc1nc(-c2ccc(F)cc2)cs1)NCCN1C(=O)CSC1=O
98.1,102.8,7.7,0.0,95.6,106.9,92.9,-11.0,Cc1ccc(CC(=O)NCCS(=O)c2ccc(C)cc2)cc1 (stereo unspecified)
92.6,107.0,19.6,0.0,96.8,119.6,87.1,15.1,O=C(CCc1ccccc1)NCCSc1ccccc1
99.2,97.5,-4.6,0.0,120.0,102.3,97.2,5.3,COCc1ccc(C(=O)NC2CC(C)(C)Cc3c2cnn3-c2ccc(OC)cc2)o1 (stereo unspecified)
92.0,97.2,0.4,2.0,95.5,94.9,96.3,-10.6,CN(C(=O)c1ccccc1)C1(C)CCS(=O)(=O)C1 (stereo unspecified)
103.0,102.8,-12.3,2.0,102.0,96.6,101.8,0.0,COCCNC(=O)c1cc(-c2cccnc2)nc2ccc(Br)cc12
97.4,97.8,24.7,0.0,101.9,94.5,99.8,-14.3,COC(=O)c1cc(S(=O)(=O)NCC2CCN(Cc3ccc(F)cc3)CC2)c[nH]1
120.4,116.3,2.4,0.0,111.6,105.0,113.6,-10.3,COc1cccc(/C=C(/C(=O)OCC(=O)NC2CCCCCCC2)c2ccccc2)c1
102.0,97.0,6.5,0.0,105.2,85.5,101.3,8.8,O=C(Cn1cnnn1)NCc1ccccc1
96.1,88.6,-5.3,0.0,86.9,90.0,84.1,7.1,O=C(Nc1ccncc1)c1ccc(C(=O)Nc2ccncc2)cc1
97.7,103.6,4.2,1.0,105.9,98.9,99.5,-6.5,CCOC(=O)c1c(NC(=O)CN2CCN(c3ccc(Cl)cc3)CC2)sc(C)c1C
97.6,96.7,13.0,1.0,96.8,96.0,84.9,2.7,O=C1CC(c2ccco2)CC(O)=C1C=Nc1cc(Cl)cc(Cl)c1 (stereo unspecified)
104.4,109.9,6.7,0.0,107.1,97.0,114.3,-1.1,COc1cc(/C=N/NC(=O)CCc2c(C)n[nH]c2C)ccc1O
93.2,91.2,28.4,4.0,92.6,95.1,91.4,12.3,O=C(Cn1cccc1)N1CCN(c2ccc(F)cc2)CC1
91.9,97.5,-9.4,2.0,93.8,95.9,96.4,9.2,CC(C)C(=O)Nc1nnc(Cc2ccccc2)s1
96.7,114.9,4.1,0.0,90.0,98.8,86.6,-16.0,CCCc1cc(C(=O)NNC(=S)NCC)c2ccccc2n1
97.1,80.3,11.9,2.0,94.2,123.4,71.1,-1.1,COc1ccc(N2C=C3C(=O)C(C)(OC(=O)CCc4ccccc4)C(=O)C=C3C=C2c2ccc(C#N)cc2)cc1 (stereo unspecified)
109.7,107.8,20.4,0.0,104.4,101.8,100.9,8.4,Nc1ccc(S(=O)(=O)NC2(C(F)(F)F)NC(=O)N(c3ccccc3Cl)C2=O)cc1 (stereo unspecified)
102.9,97.3,4.9,0.0,113.5,101.7,93.2,-2.0,NC(=O)[C@@H]1CCCN1Cc1c(C(=O)N2CCN(C3CCCCC3)CC2)nc2ccccn12
95.5,96.9,4.9,0.0,101.9,98.1,93.8,-2.8,Cc1cc(C)c(C(=O)CSc2nnc(-c3cccnc3)n2C)c(C)c1
108.4,103.7,1.2,0.0,118.9,92.9,104.8,9.3,Cc1ccccc1Nc1ccc2nonc2c1[N+](=O)[O-]
97.0,97.0,3.9,0.0,94.1,96.5,100.7,-8.4,COc1cc(OC)cc(C(=O)N2CCN(Cc3ccccc3C(F)(F)F)CC2)c1
100.8,102.2,13.8,0.0,100.0,106.2,104.6,3.6,COc1ccc(N2C(=O)NC(NS(=O)(=O)c3ccc(NC(C)=O)cc3)(C(F)(F)F)C2=O)cc1 (stereo unspecified)
102.5,102.5,-8.5,0.0,102.7,98.4,106.8,3.7,Cc1c(/C=N\NC(=O)c2ccc(F)cc2)cnn1C
93.1,93.8,13.7,3.0,100.2,91.3,.,-40.9,CCn1c(CSCc2ccccc2)n[nH]c1=S
95.9,92.1,7.2,2.0,99.9,100.3,96.1,-3.2,Cn1cc(S(=O)(=O)N2CCCC2)cc1C(=O)NCc1ccc(F)cc1
101.4,96.4,0.0,0.0,103.0,104.0,101.8,-7.6,N/C(=N\OC(=O)CCCOc1ccccc1)c1ccccn1
102.0,99.5,18.5,3.0,103.4,101.7,98.2,-4.9,Brc1cccc(C2Nc3cccc4cccc(c34)N2)c1
93.1,88.2,12.0,43.0*,92.7,93.8,87.5,-6.6,O=C(c1ccc(Cl)cc1)c1ccc(OCC(O)CN2CCCCC2)cc1 (stereo unspecified)
97.0,67.9,7.4,1.0,112.5,99.1,102.8,1.0,CS(=O)(=O)N(CC(=O)N1CCOCC1)c1ccc2c(c1)OCO2

Screening data: PubChem BioAssay, several laboratories
